# M1 PAM parental – nonselective activator or artifact in parental CHO-K1 calcium assay; AID 602247; activation, % at 3 µM; 360,000 compounds, 0.02% hits; ATP EC20, Fluo-8 calcium fluorescence; 0% at ATP EC20, 100% at ATP max;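 active = activation above the run cutoff, the mean activation of all test compounds plus 3 SD, cut at about 40% in these data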;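 note: peak over basal fluorescence ratio in a 140 s read after ATP addition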
# CHRM4 PAM – positive allosteric modulators of human muscarinic M4 receptor; P08173; CHO-K1 hM4/Gqi5, Fluo-8 calcium fluorescence, ACh EC20; 0% = ACh EC20, 100% = maximal ACh; activation, % at 3 µM; 360,000 compounds, 0.4% hits; AID 624126;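 active = activation above its plate's cutoff, the mean activation of sample wells plus 3 SD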; note: some results filed as inactive read as strong as hits
# TAAR1 antagonist – human TAAR1 antagonism. Q96RJ0. CHO RD-HGA16 TAAR1, Fluo-8 calcium fluorescence, antagonist. inhibition, % at 3 µM. 360,000 compounds, 1.5% hits;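 active = inhibition above a per-plate cutoff, the mean inhibition of test compounds on that plate plus 3 SD, cut at about 49% in these data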;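 note: 0% = DMSO plus EC80 beta-PEA response and 100% = DMSO alone without agonist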
# Target sequence (Q96RJ0 whole entry, looked up): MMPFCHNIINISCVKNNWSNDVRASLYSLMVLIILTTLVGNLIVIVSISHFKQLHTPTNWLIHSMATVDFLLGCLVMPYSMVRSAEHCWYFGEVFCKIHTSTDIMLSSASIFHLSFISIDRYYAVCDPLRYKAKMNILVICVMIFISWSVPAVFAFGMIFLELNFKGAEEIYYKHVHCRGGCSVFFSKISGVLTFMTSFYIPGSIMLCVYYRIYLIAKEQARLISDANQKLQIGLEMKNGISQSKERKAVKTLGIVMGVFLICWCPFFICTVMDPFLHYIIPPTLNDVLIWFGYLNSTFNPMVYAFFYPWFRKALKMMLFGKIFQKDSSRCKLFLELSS
#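 test system = CHO RD-HGA16 cells bearing hTAAR1 | replication = singlicate | controls = DMSO-only wells and EC80 β-PEA-stimulated wells | reagent = EC80 β-phenethylamine stimulus | read-out basis = percent inhibition of PEA-evoked calcium signal, max/basal emission ratio | schedule = seeding 17-24 h prior, 75-min 37 °C, 30-min RT dye loading | signal = kinetic Fluo-8 calcium fluorescence measurement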
# CHRM5 agonist – agonists of human muscarinic M5 receptor (CHRM5); 360,000 compounds, 0.19% hits; P08912; activation, % at 3 µM; CHO-K1 hM5 cells, Fluo-8 calcium fluorescence; 0% DMSO wells, 100% maximal acetylcholine response; AID 624037;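 active = activation above the run's mean over test compounds plus 3 SD, cut at about 23% in these data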;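 note: signal is peak over basal fluorescence ratio across the kinetic read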
# Target sequence (P08912 whole entry, looked up): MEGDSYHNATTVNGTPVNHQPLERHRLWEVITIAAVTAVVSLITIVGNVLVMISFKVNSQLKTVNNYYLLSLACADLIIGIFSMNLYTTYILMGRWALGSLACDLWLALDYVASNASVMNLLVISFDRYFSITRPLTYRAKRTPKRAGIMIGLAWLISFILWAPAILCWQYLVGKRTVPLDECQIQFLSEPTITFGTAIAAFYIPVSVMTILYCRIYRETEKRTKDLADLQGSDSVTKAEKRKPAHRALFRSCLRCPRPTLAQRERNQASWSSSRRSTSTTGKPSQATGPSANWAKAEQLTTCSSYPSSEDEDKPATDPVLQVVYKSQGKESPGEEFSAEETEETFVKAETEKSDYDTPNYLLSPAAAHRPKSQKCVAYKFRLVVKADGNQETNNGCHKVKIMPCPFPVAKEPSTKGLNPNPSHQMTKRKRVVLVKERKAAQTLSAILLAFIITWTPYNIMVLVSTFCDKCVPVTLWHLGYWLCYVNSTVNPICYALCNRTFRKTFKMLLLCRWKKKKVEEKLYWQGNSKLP
# CRFR2-BP antag – CRF-BP/CRF-R2 complex antagonism; 350,000 compounds, 0.59% hits; inhibition, % at 11.8 µM; HEK293 CRF-R2/CRF-BP, CRF-induced calcium fluorescence;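 active = inhibition of the ligand-induced calcium signal above about 50% at the single tested concentration, limit read from the data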
# CRFBP-R2 agonist – CRF-BP/CRF-R2 complex agonism | activation, % at 13.2 µM | 350,000 compounds, 0.46% hits | HEK293 CRF-R2/CRF-BP, calcium dye fluorescence (FLIPR); percent of saturating CRF peptide response;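 active = activation of at least 50%, plus an integration ratio under a set limit after plate pattern correction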;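 note: plate controls were neutral control wells without compound for no effect and CRF at EC100 for full effect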
# M5 antag – CHRM5 antagonism in calcium assay; P08912; CHO-hM5 cells, Fluo-8 calcium fluorescence, ACh EC80; inhibition, % at 3 µM; 360,000 compounds, 0.59% hits; AID 624040;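 active = inhibition above a per-plate cutoff, the mean of that plate's test compounds plus 3 SD, cut at about 27% in these data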;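 note: 0% = acetylcholine EC80 with DMSO and 100% = DMSO without agonist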
# TAAR1 ag – agonists of human TAAR1; Q96RJ0; CHO RD-HGA16 TAAR1, Fluo-8 calcium fluorescence; vehicle wells 0%, saturating PEA agonist 100%; activation, % at 3 µM; 360,000 compounds, 0.99% hits;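 active = activation above the mean activation of all test compounds in the run plus 3 SD, cut at about 38% in these data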
#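 Benchmarks: low control DMSO, high control PEA (EC100); System: CHO RD-HGA16 cells carrying human TAAR1 plus Gα16; Detection: Fluo-8 fluorescence, 5 s baseline then 140 s kinetic read; Schedule: 17-24 h plating, Fluo-8 75 min 37 °C, 30 min RT; Read-out basis: % activation from peak over basal fluorescence ratio, DMSO-to-PEA scaled.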
# CHRM5 PAM – positive allosteric modulators of human muscarinic M5 receptor | P08912 | CHO-K1 hM5, Fluo-8 calcium, ACh EC20 PAM; 0% = ACh EC20, 100% = ACh EC100 | activation, % at 3 µM | 360,000 compounds, 0.3% hits | AID 624038;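 active = activation above the run cutoff, the mean activation of all test compounds plus 3 SD, cut at about 18% in these data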
#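 System: CHO-K1 hM5 cells. Reagent: acetylcholine, EC20 level. Compound dosing: single dose, 3 µM nominal final test concentration. Timing: Post-acetylcholine fluorescence recording 140 s. Detection: Fluo-8 calcium fluorescence. Read-out: % activation, ACh-normalized. Benchmarks: ACh EC20 and EC100 wells. Repeats: singlicate, one well per test compound.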
# * = called active by the depositor; nt = not tested or not shown.
SMILES,M1 PAM parental,CHRM4 PAM,TAAR1 antagonist,CHRM5 agonist,CRFR2-BP antag,CRFBP-R2 agonist,M5 antag,TAAR1 ag,CHRM5 PAM
CCOc1cc(NC(=O)c2ccccn2)c(OCC)cc1NC(=O)CC(C)C,8,7,-8,0,12,-2.5,-7,16,-1
CC(=O)N1CC2(CC(c3ccccc3F)=NO2)CN1c1ccc(Cl)cc1 (centres undefined),24,-1,17,0,-3,-0.2,5,3,-1
Cc1ccc([N+](=O)[O-])cc1N/C=C1\CCc2ccccc2C1=O,-20,0,-8,-8,13,2.5,6,5,3
O=C(/C(=N\O)n1cncn1)c1ccc(Cl)cc1Cl,13,9,17,-4,6,-1.4,-6,3,7
COc1ccc(CN2CCNC(=O)C2CC(=O)NCCCC2CCCC2)c(F)c1 (centres undefined),-5,-3,-22,-3,-8,0.1,14,0,-1
O=C(NC1CCCC1)C(c1ccccc1)N(Cc1ccco1)C(=O)Cc1cccs1 (centres undefined),11,-9,25,1,3,-0.4,13,2,-14
CCN(CC(=O)NCc1cccs1)C(=O)c1ccc(S(=O)(=O)Nc2ccccc2F)cc1,-16,-6,13,-3,9,0.7,12,1,-6
CC1(C(=O)NCc2ccncc2)Cc2c(-c3cccc(C(F)(F)F)c3)ccnc2O1 (centres undefined),14,6,-22,-2,nt,nt,-1,-2,1
COc1cc(CNCCSc2nnnn2C)cc(Br)c1OCc1ccc(F)cc1,5,-5,17,-2,-16,-0.1,3,5,-2
O=C(COC(=O)CN1C(=O)NC2(CCCC2)C1=O)Nc1c(Cl)cccc1C(F)(F)F,8,-5,0,2,-11,0.4,3,3,-5
CCOC(=O)c1cc(C(=O)OCC)c2cccc(C)n2c1=O,18,-1,-5,0,5,-1.5,-7,1,1
CN1C(=O)c2ccccc2Cc2c(NCc3ccccc3)ncnc21,27,-6,-7,1,-10,-1.5,0,5,-3
CCc1ccccc1NC(=O)c1cccc(N2C(=O)C3C4CCC(C4)C3C2=O)c1 (centres undefined),3,-5,5,6,22,5.0,5,6,-1
COc1ccc(-c2cc(C(=O)Nc3cc(Cl)ccc3O)no2)cc1,-5,5,-1,-2,-4,0.6,1,0,4
CSc1nc2nc3c(c(=O)n2[nH]1)CN(Cc1ccccc1)CC3,1,8,8,-8,2,-2.1,-5,13,6
Cc1ccc(NC(=O)CSc2nnc(-c3cccnc3)n2CCN2CCCCC2)cc1,5,3,-27,-3,-1,-2.6,4,1,0
CCSc1nnc2n1C(C)(C)Cc1ccccc1-2,15,0,-4,-2,-40,-0.9,3,13,-1
Cc1c(CC(=O)NCCCCCC(=O)O)c(=O)oc2cc3occ(-c4ccccc4)c3cc12,4,0,0,-5,9,-0.5,9,2,2
Cc1cc(Oc2ccc(N)cn2)ccc1Cl,-19,0,-22,24*,18,-0.8,31*,0,1
COc1ccccc1NS(=O)(=O)c1cc(NC(=O)c2cccs2)ccc1N1CCCCC1,-11,4,2,0,-10,1.8,2,6,0
Cc1ccc(CNC(=O)Cn2cnc3c(NCc4ccccc4)ncnc32)o1,17,3,-1,2,1,-5.0,6,3,0
CC1CCN(C(=O)CNC(=O)c2ccc(Cl)cc2Cl)CC1,-6,1,2,-1,8,1.3,5,5,-2
COc1cc(C(=O)Nc2nnc(CC(C)C)s2)c([N+](=O)[O-])cc1OC,-8,10,-13,3,-1,1.7,3,12,2
Cc1cccc(C(=O)NC2CCN(S(=O)(=O)c3ccccc3F)CC2)c1,-11,-4,-13,2,-6,-0.7,-1,1,7
COc1ccc(Oc2nnc(-c3ccc(C)cc3)c3ccccc23)cc1,16,7,-12,2,-21,-0.7,-4,4,6

# (cont.)
SMILES,M1 PAM parental,CHRM4 PAM,TAAR1 antagonist,CHRM5 agonist,CRFR2-BP antag,CRFBP-R2 agonist,M5 antag,TAAR1 ag,CHRM5 PAM
CCOc1ccccc1NC(=O)CSc1nnc2ccc(-c3ccccn3)nn12,16,12,-25,3,4,-5.7,2,0,3
CC(=O)NCCNC(=O)c1ccc2c(c1)S(=O)(=O)c1ccccc1C2=O,16,-7,6,-3,2,-0.1,20,4,-4
COc1cccc(C#CC2=CC(=O)CC(C)(C)C2)c1,0,0,-15,0,5,5.6,3,1,-2
Cc1nnc(NC(=O)C2CC(=O)N(C(C)c3ccccc3)C2)s1 (centres undefined),-10,-2,-24,-3,3,0.6,16,5,-8
COc1cccc(NC(=O)CN2C(=O)C3(OCCCO3)c3ccccc32)c1,-8,-10,nt,2,3,-0.9,0,nt,-5
O=C(Nc1cccc(Cl)c1)c1ccncc1,2,4,3,-1,11,1.4,-8,4,4
CC(C)(C)n1nnnc1C(c1ccccc1F)N1CCN(C(=O)c2ccco2)CC1 (centres undefined),11,-4,-13,1,5,-0.1,3,-1,1
COc1ccc2c(c1)cc(C(=O)N/N=C/c1c(O)c(C(=O)O)cc3ccccc13)n2C,-5,-10,5,-2,-21,22,8,2,-13
Cc1ccc(C(=O)Nc2ccc(NC(=O)c3ccc(C)o3)cc2)o1,-7,2,10,-2,-1,-0.3,1,0,-4
OC1C[N+]2(CCCCC2)C1,-1,2,7,2,1,-0.2,-3,3,2
CC(C)CCNC(=O)c1ccc2c(Cl)c3c(nc2c1)CCC3,7,5,-18,-7,6,4.7,5,6,-4
O=C(NC(=O)c1ccc(F)cc1)Nc1nc(-c2cccs2)cc(C(F)(F)F)n1,12,10,-26,2,-1,-1.3,0,1,1
COc1ccc(NC(=O)c2cc(S(=O)(=O)N3CCOCC3)cn2C)c(OC)c1,-9,2,-21,1,16,-2.7,9,4,-1
CCn1nc(C)c(CN2CCC(n3nccc3NC(=O)c3ccccc3OC)CC2)c1C,-4,-5,-21,-6,-11,-2.8,-6,1,-3
N#CC1(NC(=O)COC(=O)c2cc(O)c3ccccc3c2O)CCCCC1,21,14,nt,2,-2,0.3,7,nt,5
Cc1[nH]c(=S)[nH]c(=O)c1CCC1OCCO1,-24,5,0,-1,-8,0.6,-5,3,3
Cc1cc(=O)oc2c(CN(C)Cc3ccccc3)c(O)ccc12,9,3,-8,-8,-15,-0.4,1,8,-1
Cc1cc(C)cc(CSc2ccc(S(=O)(=O)N3CCCC3)cn2)c1,5,-10,31,-7,9,3.0,8,6,-10
COc1ccc(C=C2CS(=O)(=O)CC(=Cc3ccc(OC)cc3)C2=O)cc1,-6,5,6,5,-49,0.8,10,7,2
S=C(NCc1ccco1)Nc1ccc(Cl)cn1,8,-6,-11,-2,-2,0.1,5,-3,2
Cc1ccc2cc(C)c(N3CCN(c4ccc(F)cc4)CC3)nc2c1,-6,4,-19,-1,-2,-1.4,-2,1,-1
CCOP(=O)(OCC)c1ccccc1OCP(C)(=O)COc1ccccc1P(=O)(OCC)OCC,-7,-3,-2,-3,-4,0.3,14,0,-4
Cc1cccc2c(C(=O)N3CCN(c4ccccc4)CC3)cc(-c3ccncc3)nc12,-22,4,-36,-3,-8,1.2,1,-2,0
CCCn1c(NC(=O)c2ccco2)nc2ccccc21,-3,9,6,2,-9,0.9,4,0,-1
C[C@H]1C(c2ccc(F)cc2)=NN(c2ccccc2)[C@@H]1CO,5,-4,15,-1,6,-2.0,5,2,-3

# Next part:
SMILES,M1 PAM parental,CHRM4 PAM,TAAR1 antagonist,CHRM5 agonist,CRFR2-BP antag,CRFBP-R2 agonist,M5 antag,TAAR1 ag,CHRM5 PAM
O=C(C(=O)N1CCC(c2ccccc2)CC1)c1ccc(F)c(F)c1,nt,0,-4,-3,nt,nt,4,-2,-7
CCc1ccc(-c2nc(CS(=O)CC(=O)NCc3cccnc3)c(C)o2)cc1 (centres undefined),20,0,-1,0,0,1.2,4,9,4
CCOCCn1c(CN2CCN(c3ccc(F)cc3)CC2)nc2c1c(=O)n(C)c(=O)n2C,8,-1,-3,-2,5,-3.9,-2,6,0
C=CCC[C@@H](Cc1ccc(F)cc1)C(=O)OC[C@@H](NC(=O)[C@@H](CC=C)CC(=O)N(CCO)Cc1ccccc1)c1ccccc1,6,-1,37,-1,-7,12,15,10,-6
C=CCN=C(C)C1=C(O)CCC1=O,12,5,-3,-1,4,-0.4,1,0,2
CC(=O)Nc1ccc(S(=O)(=O)NC(C(=O)O)C2=CCC=CC2)cc1 (centres undefined),4,8,2,3,9,-1.2,-1,4,3
CC(C)(C)NC(=O)CN1C(=O)NC(c2ccccc2)(c2ccccc2)C1=O,9,6,-10,-2,6,-1.9,-7,26,5
O=C(Cc1ccccc1)Nc1ccc2oc(=O)ccc2c1,-9,7,-4,1,3,-0.6,-8,2,5
CCCCCCNc1c([N+](=O)[O-])cc(C)cc1[N+](=O)[O-],-1,3,-9,2,-14,0.0,1,16,1
O=[N+]([O-])c1ccc(NCCCO)c(S(=O)(=O)N2CCOCC2)c1,11,-1,-11,2,7,-1.6,0,1,-1
O=C(COC(=O)C1=COCCO1)NC1CCCCC1,1,4,4,2,-4,1.7,-1,0,7
C/C(=N\NC(=O)CSCc1ccccc1Cl)c1cc(O)ccc1O,-4,0,4,-3,-18,-1.6,7,7,-5
CN(/N=C/c1ccccc1O)C(=S)c1ccccc1,10,-1,-1,0,7,0.6,7,-1,-7
CC1(Cc2ccc(Cl)cc2)C(=O)Nc2c(Cl)ccc(Cl)c21 (centres undefined),13,-4,12,0,nt,nt,-2,-1,-9
Cc1cc(C)c(S(=O)(=O)c2ccccc2)c(N(C)C)n1,15,-2,-14,-4,-1,-1.0,-6,5,6
COc1ccc(NC(=O)c2ccco2)c2ccccc12,14,-1,-18,1,1,1.2,2,2,2
CCOC(=O)c1c(N)sc(C(=O)N(CC)CC)c1C,-4,3,-35,-6,-1,-2.5,13,5,1
CCNC(=S)Nc1cc(OC)c(NC(=O)c2ccco2)cc1OC,15,-2,4,1,73*,-6.2,-8,0,1
CC(C)(C)c1cccc(P(=O)(c2ccccc2)c2ccccc2)c1O,-4,0,-24,2,1,-0.5,-5,1,0
C[C@H]1CN([C@@H](C)CO)C(=O)Cc2cc(NC(=O)CCC(F)(F)F)ccc2O[C@H]1CN(C)CC1CC1,3,10,10,4,2,0.0,7,9,-2

# A draw from above in order of molar mass, smallest number first.
SMILES,M1 PAM parental,CHRM4 PAM,TAAR1 antagonist,CHRM5 agonist,CRFR2-BP antag,CRFBP-R2 agonist,M5 antag,TAAR1 ag,CHRM5 PAM
O=C(COC(=O)C1=COCCO1)NC1CCCCC1,1,4,4,2,-4,1.7,-1,0,7
CCCCCCNc1c([N+](=O)[O-])cc(C)cc1[N+](=O)[O-],-1,3,-9,2,-14,0.0,1,16,1
CCOC(=O)c1c(N)sc(C(=O)N(CC)CC)c1C,-4,3,-35,-6,-1,-2.5,13,5,1
CC(C)(C)NC(=O)CN1C(=O)NC(c2ccccc2)(c2ccccc2)C1=O,9,6,-10,-2,6,-1.9,-7,26,5
CCOCCn1c(CN2CCN(c3ccc(F)cc3)CC2)nc2c1c(=O)n(C)c(=O)n2C,8,-1,-3,-2,5,-3.9,-2,6,0
